# Bioassay records (PubChem)
# ALOX12 inh – inhibitors of human 12S-lipoxygenase ALOX12; purified 12hLO, xylenol orange hydroperoxide absorbance; AID 1671190; 1.1% of 580,000 active; Potency, µM (doses to about 108 µM), for the others: at the highest dose activity change, negative = inhibition, hits mostly inhibitors; note: potency is the fitted concentration of half-maximal effect; % is set by controls: 0 for no effect and ±100 for the full control effect
#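 Hydroperoxide product was detected by ferrous iron/xylenol orange as the 573 to 405 nm absorbance ratio. Arachidonic acid at 40 uM (final) was turned over for 30 min at room temperature by 150 nM human 12hLO, pH 7.0 Hepes buffer, after 15 min compound preincubation.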
# PI4K2A block – blocks human PI4K2A kinase activity; Q9BTU6; purified PI4K2A, ADP-Glo luminescence, 1 h; stronger effect = lower value; activity change, negative = inhibition, % at 76.9 µM; 0.13% of 420,000 active; AID 1346378; in the data active = activity change below about -50%; inconclusive = mostly about -30% to -49%;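 note: -100% = wells without enzyme as full effect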
#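 In this quantitative HTS, ADP production by PI4K2A was quantified luminescently after 1 h at ambient temperature; 100 microM adenosine served as plate-quality control.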
# RGS4 inhibitor – blocks human RGS4-accelerated GTP hydrolysis. AID 504845. Transcreener GDP fluorescence polarization, RGS4-accelerated GTP hydrolysis. 0.039% of 390,000 active. Potency, µM (highest dose often 114 µM), inactives show at the highest dose activity change, negative = inhibition, usual class: inhibitors. P49798; note: potency is the fitted concentration of half-maximal effect; % is set by controls: 0 for no effect and ±100 for the full control effect; nearly all actives have a fitted effect of over 75% in size; some results filed as inactive show a strong effect at the top dose
#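 MLSMR compounds (23 nl, pin-transferred) preincubated 10 min at room temperature with a 500nM (2x) first reagent, then RGS4 at 900nM (2x) plus Transcreener GDP mix added; fluorescence polarization (620/688 nm) read before and after 90 min at 30 °C.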
# GLS inh – blocks human kidney-isoform glutaminase activity. GLS enzymatic activity, qHTS titration. 0.21% of 410,000 active. AID 624170. Potency, µM (titrated, usually from 45.5 µM), for inactives: at the top dose activity change, negative = inhibition, most hits filed as inhibitors. O94925; note: potency is the fitted concentration of half-maximal effect; % is set by controls: 0 for no effect and ±100 for the full control effect
#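 Read-out is an Amplex red fluorescence increase coupled through glutamate oxidase and HRP, measured before and after 30 min room-temperature incubation. hKGA is in 45 mM KH2PO4 (pH 8.2) with 0.02% Tween-20; glutamine added as 1mM solution.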
# ERG-DNA inh – blocks human ERG Ets domain binding to DNA; P11308; fluorescence polarization, His-ERG Ets domain / labelled DNA; Potency, µM (series often up to 76.9 µM), inactives show at the highest dose FP activity, negative = inhibition, hits mostly inhibitors; 0.028% of 370,000 active; AID 624246; active = well fitted inhibition curve with a large enough effect in the polarisation, with a control signal flat; inconclusive = small, poorly fitted or top-dose-only effect, or effect the other way, or a change in a side signal; inactive = no such curve, though single readings can be large or run the other way; the % refers to the polarisation;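 note: polarization taken with two DNA probes labelled with fluorescein and Texas red; potency is the fitted concentration of half-maximal effect; % of control where 0% means no effect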
#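 His-tagged ERG Ets domain (1 uM in the protein solution; 300mM KCl, 50mM Tris-HCl, 1mM EDTA, 1mM DTT, pH 7.5) received compound, then a probe mix of 5 nM fluorescein-DNA and 100nM Texas-615-DNA. Fluorescence polarization was read for both dyes.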
# G9a inh – inhibitors of human histone lysine methyltransferase G9a; G9a H3K9 monomethylation, AlphaScreen, 2 h; Q96KQ7; AID 504332; Potency, µM (titrated, usually from 102 µM), inactives show top-dose activity, negative = inhibition, most hits filed as inhibitors; 8.8% of 350,000 active; note: potency is the fitted concentration of half-maximal effect; % is set by controls: 0 for no effect and ±100 for the full control effect; nearly all actives have a fitted effect of over 75% in size
#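 Using a bead-based AlphaScreen, monomethylated H3K9 product from 2 h room-temperature reactions (G9a 20 nM, peptide 500 nM, SAM 20 uM) was detected with 0.5 ug/mL rabbit anti-H3K9me1 antibody.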
# BAZ2B block – BAZ2B (human) inhibition; AlphaScreen BAZ2B-H3K14Ac peptide displacement; Potency, µM (titrated, usually from 114 µM), for the others: at the highest dose activity change, negative = inhibition, usual class: inhibitors; 4.4% of 360,000 active; AID 504333; note: potency is the fitted concentration of half-maximal effect; % is set by controls: 0 for no effect and ±100 for the full control effect; nearly all actives have a fitted effect of over 60% in size
#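 AlphaScreen displacement: compounds (up to 110uM) incubated 30 min at room temperature with a preformed 50 nM BAZ2B/50 nM biotinylated H3K14Ac peptide complex in PBS pH 7.4 with Tween-20. Donor and acceptor beads at 10 ug/mL final added, 20 min light-protected before reading.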
# JMJD2A Tudor – blocks the human JMJD2A Tudor domain; AlphaScreen JMJD2A-Tudor / H3K4me3 peptide binding; AID 504339; 4.4% of 390,000 active; O75164; Potency, µM (highest dose often 114 µM), inactives show at the highest dose activity change, negative = inhibition, hits mostly inhibitors; note: potency is the fitted concentration of half-maximal effect; % is set by controls: 0 for no effect and ±100 for the full control effect; nearly all actives have a fitted effect of over 50% in size
# Target sequence (O75164 whole entry, looked up, the tested form may be a part): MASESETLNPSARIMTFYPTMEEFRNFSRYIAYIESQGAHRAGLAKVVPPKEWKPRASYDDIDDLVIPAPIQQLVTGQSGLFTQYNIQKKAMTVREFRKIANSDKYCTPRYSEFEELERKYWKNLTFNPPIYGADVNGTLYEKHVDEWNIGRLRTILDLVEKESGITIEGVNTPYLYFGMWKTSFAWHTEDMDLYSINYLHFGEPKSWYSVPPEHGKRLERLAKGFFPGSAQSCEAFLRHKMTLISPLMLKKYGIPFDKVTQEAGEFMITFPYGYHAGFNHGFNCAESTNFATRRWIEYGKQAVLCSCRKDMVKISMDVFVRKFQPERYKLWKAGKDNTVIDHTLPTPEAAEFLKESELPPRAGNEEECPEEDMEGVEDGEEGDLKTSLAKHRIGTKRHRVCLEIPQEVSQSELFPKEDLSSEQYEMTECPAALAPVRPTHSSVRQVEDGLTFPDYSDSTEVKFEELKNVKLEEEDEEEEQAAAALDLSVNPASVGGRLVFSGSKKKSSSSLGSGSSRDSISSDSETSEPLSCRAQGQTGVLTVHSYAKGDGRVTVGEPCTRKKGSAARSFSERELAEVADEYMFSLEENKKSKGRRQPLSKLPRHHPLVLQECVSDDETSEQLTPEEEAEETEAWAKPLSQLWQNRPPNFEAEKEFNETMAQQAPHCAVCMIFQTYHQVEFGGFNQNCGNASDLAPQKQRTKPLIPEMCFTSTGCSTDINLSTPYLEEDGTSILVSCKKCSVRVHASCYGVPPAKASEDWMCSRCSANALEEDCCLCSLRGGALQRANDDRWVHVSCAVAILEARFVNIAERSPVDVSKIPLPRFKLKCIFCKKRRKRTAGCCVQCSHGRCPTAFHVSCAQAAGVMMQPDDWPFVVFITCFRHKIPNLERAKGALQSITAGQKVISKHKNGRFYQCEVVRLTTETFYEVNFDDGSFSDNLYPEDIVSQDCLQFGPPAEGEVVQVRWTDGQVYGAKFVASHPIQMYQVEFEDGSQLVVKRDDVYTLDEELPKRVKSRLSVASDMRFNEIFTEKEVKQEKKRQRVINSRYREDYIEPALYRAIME
# HP1b binding inh – inhibitors of HP1-beta chromodomain binding to methylated histone tails | P83916 | AlphaScreen HP1-beta / biotin-H3K9me3 peptide binding | Potency, µM (titrated, usually from 114 µM), without a hit: at the top dose activity change, negative = inhibition, usual class: inhibitors | 0.56% of 390,000 active; note: potency is the fitted concentration of half-maximal effect; nearly all actives have a fitted effect of over 70% in size; inactives centre near 23
#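 AlphaScreen: HP1-beta (50 nM) preformed 30 min with biotin-H3(1-18)K9me3 peptide (50 nM) in PBS pH 7.4, 0.01% Tween-20. Compound added for 30 min at RT, then streptavidin donor/nickel chelate acceptor beads (10 ug/mL) for 30 min.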
# * hit, by the source's call; ? = inconclusive; . = no result given; [ ] = another dose, or the depositor's remark. Unless noted, calls come from the whole dose curve; as a rule, active = well fitted curve in the direction sought with a large enough effect; inconclusive = small, poorly fitted or top-dose-only effect, or another doubt; inactive = no such curve, though single readings can be large; an effect the other way counts as inactive or inconclusive. A portion of the library (hit frequency here may not be typical).
SMILES,ALOX12 inh,PI4K2A block,RGS4 inhibitor,GLS inh,ERG-DNA inh,G9a inh,BAZ2B block,JMJD2A Tudor,HP1b binding inh
Cc1ccc(CCNC(=O)CN(c2ccc(C(C)C)cc2)S(=O)(=O)c2c(C)nn(C)c2C)cc1,-2%,0,2%,1%,4%,1%[59 µM],-5%,-16%,32%
O=C(c1ccc2nc(N3CCCCC3)sc2c1)N1CCN(Cc2ccc3c(c2)OCO3)CC1,-16%,-2,-5%,6%,0%,-25%[59 µM],?,?,-2%
CCOc1ccc(NC(=O)c2nsc(Cl)c2Cl)cc1,13%,-1,4%,-2%,-3%,-4%,1%,-21%,25%
CCOC(=O)C1CCN(S(=O)(=O)c2ccc3c(c2)CC(=O)N3C)CC1,45µM*,-4,-34%,2%,-4%,45µM*,-13%,?,-11%
Cc1cc(-c2nnc(CCC(=O)NCc3ccc(OC(F)(F)F)cc3)o2)no1,14%,0,-27%,-1%,8%,17%,-10%[57.1 µM],11%,39%
COc1ccc(N2C(=O)C3CCCN3C2c2cc(OC)c(OC)cc2OC)cc1 (stereo not drawn),51%,3,-20%,7%,-13%,-11%,10%,-18%,48%[activator]
Cc1ccc(S(=O)(=O)NC2CCOC(C)(C)C2)cc1 (stereo not drawn),-6%,-6,12%[11.4 µM],4%,1%,-1%[12.7 µM],-2%,6%[11.4 µM],-8%
CCCc1nc(NC(C)=O)c(C#N)c(-c2ccco2)c1CC,-16%,0,-22%,12%,-4%,9%[59 µM],3%,-18%,17%
N/C(Cc1ccc(Cl)cc1)=N\OC(=O)c1ccc2ccccc2c1,-21%,0,4%,0%,-3%,14%,9%,12%,37%
COC(=O)c1sccc1NC(=S)N1CC(C)CC(C)C1 (stereo not drawn),15%,-2,-1%,10%,0%,64%[activator],10%,44%[activator],76%[activator]
CC1CCc2c(nc3ncnn3c2NCCN(C)C)C1 (stereo not drawn),9%,5,2%,-11%,18%,4µM*,-25%,56µM*,12%
CC1(C)CC(NCc2cccc([N+](=O)[O-])c2)CC(C)(C)N1,-10%,11,-14%,79%[activator],0%,3%,-1%,-4%,18%
O=C(O)c1cc(-c2cc3ccccc3o2)nn1-c1ccccc1,?,-3,-9%,0%,3%,45µM*,.,-9%,28%
CC(=O)Nc1ccc(C(=O)CSc2nccc(=O)[nH]2)cc1,-23%,1,-9%,-1%,-8%,-35%,7%,-8%,-5%
CCOC(=O)c1cnc[nH]c1=O,9%,-4,8%,3%,1%,.,.,-3%,30%
O=C(Oc1cccnc1)c1cc2ccccc2oc1=O,0%,23,-41%,-6%,5%,-28%[12.7 µM],-3%,-7%,30%
Cc1ccc(C)c(OCC(=O)Nc2sc3c(c2C#N)CCCC3)c1C,-18%,0,5%,4%,7%,9%[59 µM],7%,-3%,36%
O=c1[nH]cnc2c1C(c1ccccc1[N+](=O)[O-])c1c(nc[nH]c1=O)O2,0%,-2,-1%,-8%,-6%,-35%[59 µM],3%,-29%,16%
CCC(Oc1ccccc1C)C(=O)Nc1ccc(S(=O)(=O)Nc2cc(C)on2)cc1 (stereo not drawn),-14%,-6,16%,-3%,-9%,-11%,4%,-8%,15%
Cc1cccc(NC(=O)c2cc(-c3cc(C)cc(C)c3O)n[nH]2)c1,415%[activator],-4,16%,17%,-6%,31%,-1%,-10%,37%
O=C(NCCN1C(=O)S/C(=C/c2cccnc2)C1=O)c1cccs1,-5%,-15,-41%,-6%,25%,23%[12.7 µM],12%,-14%,59%[activator]
NC(=O)CN1C(=O)C(O)(CC(=O)/C=C\C=C\c2ccccc2)c2ccccc21 (stereo not drawn),1%,-2,18%,-1%,-3%,?,-2%,-13%,19%
CCOc1ccccc1CNC(=O)C1CCCN(c2nn3c(=O)cc(C)nc3s2)C1 (stereo not drawn),0%,7,-3%,-13%,-5%,47%[activator],?,-7%,43%[activator]
O=C1c2ccccc2-c2nnc(-c3ccccc3)cc21,1%,?,-9%,-2%,7%,5%[0.501 µM],?,-28%,18%
COC(=O)c1ccc(OCCN2CCCCCC2)cc1,-29%,0,7%,3%,2%,35µM*,?,-28%,4%

# Quoted from the results shown, 4 compounds:
SMILES,ALOX12 inh,PI4K2A block,RGS4 inhibitor,GLS inh,ERG-DNA inh,G9a inh,BAZ2B block,JMJD2A Tudor,HP1b binding inh
Cc1ccc(CCNC(=O)CN(c2ccc(C(C)C)cc2)S(=O)(=O)c2c(C)nn(C)c2C)cc1,-2%,0,2%,1%,4%,1%[59 µM],-5%,-16%,32%
O=C(c1ccc2nc(N3CCCCC3)sc2c1)N1CCN(Cc2ccc3c(c2)OCO3)CC1,-16%,-2,-5%,6%,0%,-25%[59 µM],?,?,-2%
CCOc1ccc(NC(=O)c2nsc(Cl)c2Cl)cc1,13%,-1,4%,-2%,-3%,-4%,1%,-21%,25%
CCOC(=O)C1CCN(S(=O)(=O)c2ccc3c(c2)CC(=O)N3C)CC1,45µM*,-4,-34%,2%,-4%,45µM*,-13%,?,-11%

# Following part:
SMILES,ALOX12 inh,PI4K2A block,RGS4 inhibitor,GLS inh,ERG-DNA inh,G9a inh,BAZ2B block,JMJD2A Tudor,HP1b binding inh
CC(=O)Nc1ccc(NC(=O)CNS(=O)(=O)c2ccc(C)cc2)cc1,-5%,0,-5%,18%,.,-6%[59 µM],-5%,-7%,30%
CCOC(=O)C(Cc1ccc(O)cc1)NC(=O)CNC(=O)C1CCCN1C(=O)OC(C)(C)C (stereo not drawn),-6%,2,21%,31%[activator],-2%,-43%,7%,-6%,3%
COc1cc(CNCCSc2nnnn2C)ccc1OCc1ccc(C)cc1,3%,1,6%,2%,-1%,-1%[59 µM],?,-7%,36%
Cc1ccc(S(=O)Cc2nc(-c3ccc(C(=O)NC(C)c4ccccc4)cc3)oc2C)cc1 (stereo not drawn),?,-1,-22%,1%,-7%,?,-15%,-1%,36%
COc1cccc(-n2c(=S)[nH]c3c(oc4ccccc43)c2=O)c1,-7%,1,-25%,-3%,-3%,45µM*,.,-27%,27%
COC(=O)COc1ccc(Oc2cc(C)nc(SC)n2)nn1,0%,-7,-12%,2%,-5%,-3%[12.7 µM],-5%,-1%,30%
CCOC(=O)N1CCN(C(=O)c2ccc3c(c2)sc2nc(-c4ccccc4)cn23)CC1,0%,0,5%,22%,-2%,?,-7%,-20%,22%
COCCCNCCOCCOc1ccccc1-c1ccccc1,-17%,8,9%,-9%,-19%,?,50µM*,2.5µM*,?
Cc1ccc(-n2nc(C(=O)O)cc2-c2ccccc2Cl)cc1,0%,-1,-14%,3%,0%,?,-20%,-14%,1%
O=C(CCCn1c(=S)[nH]c2ccccc2c1=O)N1CCN(c2cccc(Cl)c2)CC1,0%,4,-10%,.,-7%,-41%,-8%,2%,58%[activator]
COc1ccccc1CCNC(=O)C(=O)NCCC1CCCCN1S(=O)(=O)c1ccccc1 (stereo not drawn),1%,-5,1%,1%,-3%,?,-8%,-12%,16%
COc1ccc(NC(=O)c2oc3ccccc3c2NC(=O)c2ccc3c(c2)OCO3)cc1,0%,2,-20%,3%,7%,-32%,4%,-6%,34%
CCN(CC)c1ccc(N=Cc2ccc([N+](=O)[O-])o2)cc1,?,-29,?,32%,3%,2.5µM*,10µM*,40µM*,22µM*
O=C(NC(=S)Nc1cc(C(F)(F)F)ccc1N1CCOCC1)c1sc2ccccc2c1Cl,-2%,10,-14%,-3%,-6%,-19%[59 µM],-29%,-10%,0%
O=C1[C@@H]2Cc3c([nH]c4ccccc34)C(c3ccc([N+](=O)[O-])cc3)N2C(=O)CN1C1CC1 (stereo partly drawn),-3%,-2,20%,-1%,5%,-18%,?,?,4%
CCN1CCN(CC(=O)Nc2ccc3c(c2)OCO3)C(=O)C1=O,-5%,-3,-24%,0%,-2%,-4%[59 µM],0%,-11%,56%[activator]
O=[N+]([O-])c1ccccc1/C=N/Nc1nnc(-c2ccccc2)c(-c2ccccc2)n1,30%,-1,-27%,3%,-2%,51%[activator][59 µM],-1%,-8%,26%
CC(C)C(=O)NCCSc1c[nH]c2ccccc12,0%,-1,1%,-1%,-7%,-9%[59 µM],7%,-6%,23%
O=C(NCCO)C(=O)Nc1cc2c3c(c1)CCC(=O)N3CCC2,6%,-5,-4%,0%,-1%,5%,-4%,1%,51%[activator]
COC(=O)c1ccc(NC(=O)CSc2nncc3ccc(OC)c(OC)c23)cc1,5%,0,-5%,0%,-5%,9%[59 µM],10%,-6%,12%
CCNc1nc(N)nc(-c2cc(Cl)ccc2OC)n1,0%,-1,17%,3%,6%,1%,5%,-7%,11%
O=C1c2cccc3cc([N+](=O)[O-])cc(c23)C(=O)N1CC1CCCO1 (stereo not drawn),68%[activator],2,-11%,5%,0%,-11%,-34%,-31%,?
COC(=O)c1ccc(Cn2cc(/C=C\[N+](=O)[O-])c3ccccc32)o1,?,1,-45%,0%,7%,.,?,?,-7%
COc1ccc(CNS(=O)(=O)c2c(C(=O)N3CCCCCC3)c(C)n(C)c2C)cc1,2%,-9,15%[11.4 µM],1%,-6%,-11%,-17%[57.1 µM],-15%,37%[activator]
COc1cc(C2(O)CCCCC2C)cc(OC)c1OC (stereo not drawn),-10%,-2,-35%,-2%,.,13%[59 µM],1%,6%,26%
COc1cccc(CN(C)C(=O)C2CCN(S(=O)(=O)c3cccs3)CC2)c1OC,-5%,-13,8%,-1%,2%,6%[2.33 µM],5%,4%,35%
CN1CCN(S(=O)(=O)c2ccc(NC(=S)NC(=O)C3CCCCC3)cc2)CC1,-16%,-3,-5%,-3%,-8%,?,-26%,-30%,1%
